GAA inhib: blocks human lysosomal alpha-glucosidase; P10253; purified human GAA, 4-MU-alpha-glucoside fluorescence; Potency, µM (highest dose often 76.9 µM), inactives show at the top dose activity change, negative = inhibition, hits mostly inhibitors; actives 0.005% (n = 200,000);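 also: plate controls were uninhibited enzyme wells for no effect and no-enzyme background for full effect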
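qHTS format, compound range up to 77 uM. Human lysosomal enzyme at 4 nM, 400 uM 4-MU glucoside substrate, pH 5.0, 20 min room temperature; fluorescence after alkaline stop gives activity normalized to controls.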
GAA glycogen: alters human alpha-glucosidase cleavage of glycogen. recombinant GAA, glycogen substrate, Amplex Red glucose oxidase fluorescence. Potency, µM (doses to about 76.4 µM), inactives show top-dose activity change, negative = inhibition, most hits filed as inhibitors. actives 0.38% (n = 300,000). P10253;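 also: 0% = full enzyme reaction and -100% = no-enzyme basal signal; the screen sought inhibitors and activators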
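Recombinant enzyme (4 nM final) with compounds titrated up to 77 uM and bovine liver glycogen (30 ug) in citrate pH 5.0, 0.01% Tween-20, 37 C 40 min. Released glucose detected by Amplex Red/glucose oxidase (Ex 573/Em 610); AC50 from Hill fits.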
aGal spleen mod: inhibitors or activators of human alpha-galactosidase in spleen homogenate. actives 0.008% (n = 240,000). human spleen homogenate, 4MU-alpha-Gal fluorescence, 40 min. P06280. Potency, µM (highest dose often 80 µM), for the others: at the highest dose activity change, negative = inhibition, usual class: inhibitors;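 also: 0% = enzyme with vehicle and -100% = no enzyme basal signal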
Target sequence (P06280 32-429 limits assumed): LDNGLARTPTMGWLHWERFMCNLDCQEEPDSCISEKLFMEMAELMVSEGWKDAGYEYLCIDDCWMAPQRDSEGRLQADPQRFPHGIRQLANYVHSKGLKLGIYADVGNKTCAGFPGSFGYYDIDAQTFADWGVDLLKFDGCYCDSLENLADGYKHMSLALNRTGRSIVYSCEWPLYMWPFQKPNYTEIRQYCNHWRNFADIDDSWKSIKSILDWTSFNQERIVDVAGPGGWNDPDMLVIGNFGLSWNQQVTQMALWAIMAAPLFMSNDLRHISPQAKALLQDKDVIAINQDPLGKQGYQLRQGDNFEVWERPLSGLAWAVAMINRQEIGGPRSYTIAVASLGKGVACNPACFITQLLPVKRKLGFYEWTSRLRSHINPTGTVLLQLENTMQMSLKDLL
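Spleen homogenate 1 ug + cpd (titration) + 4-MU-alpha-D-galactopyranoside 1 mM; 37C 40 min; 50 mM citrate/phosphate pH 5.0, 0.01% Tween-20; stop pH 10; fluorescence 365/440; AC50 via Hill.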
Epigenetic derep: derepresses silenced GFP reporter in murine cells. murine LDR cells, GFP reporter derepression, 30 h. Potency, µM (titrated, usually from 53.9 µM), inactives show at the highest dose GFP activation, hits mostly activators. actives 0.2% (n = 280,000); also: % of control where 0% means no effect; nearly all actives have a fitted effect of over 60% in size
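Readout is the number of GFP-expressing murine LDR cells, counted by cytometry following washing. Cells were treated with compound for 30 h at 37 C; the stably integrated CMV-GFP locus is normally silent.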
GAA spleen mod: lysosomal alpha-glucosidase (human) modulation | P10253 | Potency, µM (doses to about 79.9 µM), without a hit: at the highest dose activity change, negative = inhibition, most hits filed as inhibitors | actives 0.006% (n = 240,000) | human spleen homogenate, 4-MU-alpha-glucoside fluorescence;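 also: 0% = enzyme with vehicle and -100% = no enzyme basal signal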
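Enzyme source: human spleen homogenate, 1 ug/well. Buffer 50 mM citric acid/K phosphate pH 5.0, 0.01% Tween-20. 4-MU-alpha-glucoside 1 mM; 37 C x 40 min; NaOH/glycine stop; fluorescence.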
NPSR antagonist: blocks cAMP signaling of the human neuropeptide S receptor; actives 1% (n = 220,000); AID 1461; Q6W5P4; Potency, µM (highest dose often 38.3 µM), inactives show at the highest dose activity change, negative = inhibition, hits mostly inhibitors; CHO-NPSR cells, cAMP TR-FRET, antagonist mode; also: % is scaled to controls: 0 for no effect and ±100 for the full control effect; nearly all actives have a fitted effect of over 50% in size; many of its hits are not listed in these tables
ALDH1A1 block: inhibitors of human aldehyde dehydrogenase 1A1; Purified ALDH1A1, NADH fluorescence, propionaldehyde substrate; Potency, µM (top dose mostly 75.3 µM), for the others: at the highest dose activity, negative = inhibition, actives largely listed as inhibitors; actives 7.3% (n = 220,000); active = well fitted inhibition curve with a large enough effect, not every such curve was filed as active; inconclusive = small, poorly fitted or top-dose-only effect, or another doubt; inactive = no such curve, though single readings can be large or run the other way;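 also: plate controls were no enzyme wells and a reference inhibitor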
Target sequence (P00352 whole entry, looked up): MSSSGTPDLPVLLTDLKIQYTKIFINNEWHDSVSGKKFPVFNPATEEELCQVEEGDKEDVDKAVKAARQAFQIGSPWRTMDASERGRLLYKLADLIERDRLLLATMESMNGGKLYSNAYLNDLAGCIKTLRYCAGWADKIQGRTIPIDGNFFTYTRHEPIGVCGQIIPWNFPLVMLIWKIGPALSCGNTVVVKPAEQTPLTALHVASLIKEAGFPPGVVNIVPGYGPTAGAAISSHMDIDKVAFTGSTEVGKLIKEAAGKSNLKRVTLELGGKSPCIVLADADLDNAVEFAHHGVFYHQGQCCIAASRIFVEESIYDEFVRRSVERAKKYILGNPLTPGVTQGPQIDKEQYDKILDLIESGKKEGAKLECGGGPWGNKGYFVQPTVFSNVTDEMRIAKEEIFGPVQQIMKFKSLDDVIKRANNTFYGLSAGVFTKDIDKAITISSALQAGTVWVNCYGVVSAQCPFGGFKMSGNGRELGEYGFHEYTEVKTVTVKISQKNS
Tau fluor counter: counter-screen for tau fibril formation inhibitors; tau K18 P301L (four-repeat tau fragment) Alexa594 fluorescence, heparin fibrillization; Potency, µM (top dose mostly 57.7 µM), for inactives: at the top dose activity change, negative = decrease; actives 0.93% (n = 280,000); AID 1463; also: % is scaled to controls: 0 for no effect and ±100 for the full control effect; nearly all actives have a fitted effect of over 55% in size
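Human K18 P301L tau (15 uM unlabeled plus 0.24 uM Alexa 594-labeled, final) in 100 mM sodium acetate pH 7 was mixed with compound and 20 uM heparin and incubated 6 hr at 37 C.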
* marks the source's active call; other numbers are inactive results; ? = inconclusive; · = not tested or not shown; & = joins results of further samples; [ ] = another dose, or the depositor's remark. Unless noted, calls follow the shape of the dose curve; as a rule, active = well fitted curve in the direction sought with a large enough effect; inconclusive = small, poorly fitted or top-dose-only effect, or another doubt; inactive = no such curve, though single readings can be large; an effect the other way counts as inactive or inconclusive. Potency is read from the fitted curve at half-maximal effect.

molecule | GAA inhib | GAA glycogen | aGal spleen mod | Epigenetic derep | GAA spleen mod | NPSR antagonist | ALDH1A1 block | Tau fluor counter
COc1cccc(OC)c1C(=O)Nc1nc(N)n(-c2ccccc2)n1 | -12.5% | 4.0% | 7.6% | 0.7% | 3.6% | 5.5%[46.1 µM] | 0.9% | -3.2%
Cc1[nH]c2ccccc2c1/C=N/O | -6.6% | -8.6% | 5.8% | 0.0% | -14.8% | -21.2%[46.1 µM] | -9.0% | -0.7%
COc1ccc(Oc2c(C)oc3cc(OC(=O)N4CCOCC4)ccc3c2=O)cc1 | ? | -1.5% | -3.3% | -2.1% | -5.8% | -3.6%[46.1 µM] | -3.6% | -5.9%
O=C(NC(=O)c1ccccc1Cl)Nc1ccc(OC(F)(F)F)cc1 | · | · | -4.3% | 0.0% | 17.7% | · | -15.6% | 10.7%
NCc1cc(=O)[nH]o1 | · | · | -2.1%&3.9%&8.1% | 1.1%&1.1%&8.4% | -7.1%&-3.2%&0.8% | -12.2%[46.1 µM] | -3.1%&-3.5%&7.4% | -25.9%&7.7%&-1.5%
O=C1NC(=O)N(c2ccccc2F)C(=O)/C1=C/c1ccc(Oc2ccc([N+](=O)[O-])cn2)cc1 | 6.1% | 0.6% | -3.5% | 0.0% | -3.1% | -57.5% | ? | -29.9%
CCS(=O)(=O)NCc1nnc2n1-c1ccc(Cl)cc1C(c1ccccc1)=NC2 | -2.7% | 9.1% | -0.6% | -0.3% | -4.5% | 12.5% | 12.7% | 17.6%
COC1(CS(=O)c2ccccc2)CCN(CCc2c[nH]c3ccc(F)cc23)CC1 (stereo unspecified) | · | · | -2.2% | 3.0% | 2.1% | · | ? | -6.5%

2 entries picked at random from the list so far:
molecule | GAA inhib | GAA glycogen | aGal spleen mod | Epigenetic derep | GAA spleen mod | NPSR antagonist | ALDH1A1 block | Tau fluor counter
COc1cccc(OC)c1C(=O)Nc1nc(N)n(-c2ccccc2)n1 | -12.5% | 4.0% | 7.6% | 0.7% | 3.6% | 5.5%[46.1 µM] | 0.9% | -3.2%
COc1ccc(Oc2c(C)oc3cc(OC(=O)N4CCOCC4)ccc3c2=O)cc1 | ? | -1.5% | -3.3% | -2.1% | -5.8% | -3.6%[46.1 µM] | -3.6% | -5.9%

Next records:
molecule | GAA inhib | GAA glycogen | aGal spleen mod | Epigenetic derep | GAA spleen mod | NPSR antagonist | ALDH1A1 block | Tau fluor counter
CN(C(=O)Cc1ccc(Cl)c(Cl)c1)[C@H](CN1CCCC1)c1cccc(N=C=S)c1 | · | · | -4.0% | -0.8% | -4.7% | · | ? | ?
CN(C)C(=S)SSC(=S)N(C)C | 10.1% | 2.1% | 5.2%&1.0%&-12.7% | 0.0%&-0.6% | -11.7%&8.0%&-3.3% | ? | 0.0794µM* | -18.5%&-20.2%
CCOC(=O)Cc1csc(NC(=O)c2c(O)c3ccccc3n(CCC(C)C)c2=O)n1 | · | 3.4% | 6.7% | -3.3% | -3.1% | ? | 2.0% | -26.2%
C/C(=N\NC(N)=O)c1c(O)n(C)c(=O)n(C)c1=O | 5.6% | -6.9% | -3.7% | -0.2% | 1.8% | 5.9% | -53.0% | -5.5%
CC(C)(O)[C@H]1O[C@H]2CC[C@@]3(C)[C@@](O)(CC[C@H]4Cc5c([nH]c6ccccc56)[C@@]43C)C2=CC1=O | -14.8% | -14.8% | -11.5% | -2.2% | -4.8% | ? | -3.8% | ?
N#Cc1nn(-c2c(Cl)cc(C(F)(F)F)cc2Cl)c(N)c1S(=O)C(F)(F)F (stereo unspecified) | · | · | -8.2%&7.1%&2.6%&11.3% | 1.1%&1.1%&-3.1%&5.3% | 0.1%&-5.8%&0.3%&7.6% | · | -3.2%&4.6%&9.1%&-5.5% | -12.4%&-14.4%&-11.4%&-11.6%
CCN1C[C@]2(C)CC[C@H](O)[C@@]34[C@@H]5CC6[C@@H](OC)C[C@@](O)([C@@H]5[C@@H]6O)[C@H](C[C@@H]23)[C@H]14 | · | · | 9.3%[29.1 µM] | 0.0%[16.9 µM] | 5.0%[29.1 µM] | · | -3.0%[20.9 µM] | ·
Cc1cccc(N2C(=O)/C(=C/c3ccc(CN(CCC#N)S(C)(=O)=O)o3)C(=O)NC2=S)c1 | -6.3% | -14.4% | 3.1% | 1.0% | 2.0% | -8.9%[46.1 µM] | 20µM* | -20.6%

Looked up above:
Value of CN(C)C(=S)SSC(=S)N(C)C under Epigenetic derep: 0.0%&-0.6%
Value of N#Cc1nn(-c2c(Cl)cc(C(F)(F)F)cc2Cl)c(N)c1S(=O)C(F)(F)F (stereo unspecified) under GAA spleen mod: 0.1%&-5.8%&0.3%&7.6%
Value of CCOC(=O)Cc1csc(NC(=O)c2c(O)c3ccccc3n(CCC(C)C)c2=O)n1 under GAA spleen mod: -3.1%
Value of CC(C)(O)[C@H]1O[C@H]2CC[C@@]3(C)[C@@](O)(CC[C@H]4Cc5c([nH]c6ccccc56)[C@@]43C)C2=CC1=O under GAA spleen mod: -4.8%

Other compounds
smiles	GAA inhib	GAA glycogen	aGal spleen mod	Epigenetic derep	GAA spleen mod	NPSR antagonist	ALDH1A1 block	Tau fluor counter
c1ccc(C2N3CCCN23)cc1 (stereo unspecified)	4.1%	-3.0%	0.2%	-0.9%	-2.0%	-5.8%[46.1 µM]	13.9%	-7.1%
O=P1(NCc2ccco2)COc2ccccc2OC1	5.0%	7.6%	7.8%	-1.1%	-1.2%	-6.0%[46.1 µM]	0.3%	-4.2%
O=c1[nH]c(=S)n(Cc2ccc(F)cc2)c(O)c1/C=N/N1CCCCC1	?	-13.9%	-7.7%	3.7%	0.7%	-7.8%	?	-7.7%
O=C1CSC2N1CCNC21CCCCC1 (stereo unspecified)	-5.4%	-0.3%	-10.1%	-4.3%	-2.8%	-0.4%[46.1 µM]	?	-12.7%
Cc1cc(OC(=O)N(C)C)nc2c1c(C)nn2C	·	-1.5%	-5.2%	0.0%	-3.1%	-18.8%	·	-15.2%
CCCCC/C=C\C/C=C\C/C=C\C/C=C\CCCC(=O)Nc1ccc(O)cc1	?	31.6µM*	-4.4%&2.9%	1.0%&2.7%	0.1%&-6.2%	?	?	14.1µM*[quencher]
COc1ccc(NC(=O)CN2CC=C(c3ccccc3)CC2)cc1S(=O)(=O)N1CCOCC1	4.2%	?	4.9%	-1.9%	8.8%	-6.9%	2.1%	-7.8%
CCCCc1ncc(CN2CCCC(C(=O)c3ccc(SC)cc3)C2)[nH]1 (stereo unspecified)	10.6%	18.4%	3.3%	-1.6%	6.4%	?	-0.9%	-6.6%
C=Cn1ccnc1P(=S)(c1nccn1C=C)C1CCCCC1	-4.5%	-8.4%	-2.5%	0.0%	-1.2%	-21.9%[46.1 µM]	-14.0%	-5.2%
CCOP(=O)(OCC)c1nc(-c2ccc(Cl)cc2)oc1NCc1ccccc1	3.4%	-29.7%	0.7%	4.8%	-3.5%	-53.9%	?	-17.9%
CCCC(=O)c1c(O)[nH]c(=O)[nH]c1=O	-5.3%	1.5%	0.5%	-1.0%	-15.4%	-6.6%[46.1 µM]	6.2%	-3.6%
CC(=O)NCCc1c[nH]c2ccccc12	·	17.9%[76.3 µM]	-11.2%&21.2%&9.2%&-16.3%	-0.2%&0.0%&4.0%&-3.9%	-6.0%&12.9%&2.7%&-0.4%	3.9%[46.1 µM]	-5.5%&-7.2%&-15.5%&-5.1%	-6.9%&-5.1%&-7.3%&-4.9%
CCOP1(=S)Oc2cc3c(cc2C(C(=O)OC)(C(F)(F)F)O1)OCO3 (stereo unspecified)	-3.1%	-0.7%	4.6%	0.0%	-24.1%	-19.1%[46.1 µM]	?	-6.0%
CS(=N)(=O)CC[C@@H](N)C(=O)O (stereo partly specified)	·	·	6.5%[29.1 µM]	1.4%[16.9 µM]	6.3%[29.1 µM]	·	3.5%[20.9 µM]	·
CN(C)CCN=Cc1c(O)n(-c2cccc3ccccc23)c(=O)[nH]c1=O	-5.4%	3.7%	5.6%	-0.8%	-3.7%	-2.6%[46.1 µM]	-4.8%	5.5%
CCOC(=O)c1c(/N=C/c2c(O)n(-c3ccccc3F)c(=S)[nH]c2=O)sc2c1CCCC2	10.7%	?	4.5%	-0.1%	4.2%	-5.9%[46.1 µM]	1.26µM*	-16.3%
CCOP(=O)(c1ccccc1)C(O)c1ccc(F)cc1 (stereo unspecified)	1.9%	5.2%	4.0%	-0.9%	9.0%	3.8%	24.4%	6.2%
O=c1[nH]c(=O)n(Cc2ccccc2)c(O)c1C=NCCCn1ccnc1	0.4%	0.6%	10.9%	2.0%	-0.9%	-16.3%[46.1 µM]	-5.9%	1.9%
CNCCc1c[nH]c2ccccc12	7.2%	-3.5%	-0.4%	-1.7%	-9.0%	15.2%	17.8µM*	-8.7%
COc1ccc(OCC(=O)N2CCN(C(C)C)CC2)cc1	-2.8%	6.8%	-5.7%	0.8%	-8.5%	1.1%[46.1 µM]	?	3.2%
CC1C(C)N1CC(O)Cn1ccnc1[N+](=O)[O-] (stereo unspecified)	·	-10.8%	-3.4%	-1.7%	-1.3%	16.7%	·	-27.6%
CCOC(=O)c1oc2ccccc2c1NC(=O)CN1CCN(C)CC1	9.2%	3.6%	-0.4%	0.0%	-3.4%	-4.0%[46.1 µM]	-4.6%	0.2%
CC1CN(CCc2ccccc2)CC(C)O1 (stereo unspecified)	0.9%	8.1%	-5.2%	-1.1%	-1.2%	-1.6%[46.1 µM]	9.0%	-9.7%
O=C1NC(=O)C(C(CC(=O)c2ccccc2)c2ccccc2)C(=O)N1 (stereo unspecified)	1.0%	1.4%	-0.3%	-0.1%	1.5%	-31.5%	0.1µM*	6.7%
COc1cccc(N2C(=O)CC(=O)NC2=O)c1	-1.2%	11.0%	-2.4%	-0.2%	-7.4%	-1.8%[46.1 µM]	11.0%	-8.4%
O=C1CCCC2C3CCCN4CCCC(CN12)C34 (stereo unspecified)	-0.5%	0.4%	3.4%	-1.0%	0.2%	1.6%[46.1 µM]	-2.1%	-0.1%
CC[C@]12C=CCN3CCC4(c5cc(Br)c(OC)cc5N(C)C4[C@@](O)(C(=O)OC)[C@@H]1OC(C)=O)C32 (stereo partly specified)	-9.8%	-3.8%	-14.9%	1.7%	-15.0%	-31.8%	-0.6%	-6.8%
Cc1c(N=Nc2c(O)[nH]c(=S)[nH]c2=O)c(=O)n(-c2ccccc2)n1C	3.8%	-19.8%	1.6%	-1.0%	-6.2%	-2.0%	22.4µM*	-7.3%

A portion of the library. The share of hits here may be higher or lower than overall.
